# ERK EGF inh – qHTS Assay for Inhibitors of the ERK Signaling Pathway using a Homogeneous Screening Assay; Stimulation with EGF; Potency, µM (series often up to 11.5 µM), inactives show top-dose activity change, negative = inhibition, actives largely listed as inhibitors; HEK293-V1b, EGF-stimulated phospho-ERK AlphaScreen; 130,000 compounds, 0.41% hits; active means well fitted inhibition curve with a large enough effect; inconclusive means small, poorly fitted or top-dose-only effect, or effect the other way;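 further: plate controls were stimulated vehicle wells for no effect and unstimulated vehicle basal for full effect; nearly all actives have a fitted effect of over 55% in size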
#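 HEK293 cells stably expressing V1b receptor, serum-reduced (1% FBS) overnight, got compound for 30 min at 37C, then 25 nM EGF for 5 min. Lysate phospho-ERK read by AlphaScreen SureFire; AC50 from Hill fits.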
# The depositor's hits bear a star; ? = inconclusive; & = joins results of further samples; [ ] = dose if it differs, or a comment. Potency means the concentration at half of the fitted maximal effect. A portion of the library; rates above refer to the full screens.
SMILES,ERK EGF inh
COc1ccc(NC(=O)CSc2nnc(Cn3c(=O)sc4ccccc43)n2C)c(OC)c1,8%
COCCn1c(N)c(N(Cc2ccccc2)C(=O)c2oc3ccccc3c2C)c(=O)[nH]c1=O,4%
O=S1(=O)CCC(N=Cc2ccc(-c3ccc(Cl)cc3)o2)C1 (centres undefined),-1%
Cc1ccc(-n2c(-c3ccc(Cl)cc3)c[n+]3c2CCC3)cc1,-6%[57.5 µM]
C=CCn1c(SCC(=O)N(C)C)nc2cc(C(=O)O)ccc2c1=O,0%
Cc1cccc(C)c1NC(=O)CCCCCNS(=O)(=O)c1ccccc1,-6%
NC(=O)CC[C@@H]1NC(=O)[C@H](CO)NC(=O)c2cc([N+](=O)[O-])cc(I)c2NCCC[C@@H](C(N)=O)NC(=O)[C@H](Cc2ccc(O)cc2)NC1=O,-9%
C/C=C/C(=O)N1c2ccc(C)cc2C(C)=CC1(C)C,0%[57.5 µM]
O=[N+]([O-])c1cc(Cl)cc(/C=N/Nc2nc3ccccc3s2)c1O,-6%
COc1ccc(Nc2nc(N)nc(CSC(=S)N3CCN(C)CC3)n2)cc1,-8%
CC(C)NC(=O)N1CCCC2(CCN(C(=O)c3cccn3C)CC2)C1,8%
Cc1nc(N2CCCCC2)nc(N2CCCCC2)c1C=O,7%
CN(C(=O)c1cc2ccccc2oc1=O)C1(C)CCS(=O)(=O)C1 (centres undefined),-4%
O=C(CCCN1CCC(O)(c2cccc(C(F)(F)F)c2)CC1)c1ccc(F)cc1,13%
O=C(COC(=O)c1cc(S(=O)(=O)N2CCOCC2)ccc1F)c1ccc[nH]1,-1%
Nc1cccn2c(-c3ccc(Cl)cc3)cnc12,0%
Cc1ccc(NC2(c3nnnn3-c3c(C)cccc3C)CCCCC2)cc1,-1%
CSCCCNC(=O)c1ccc(OC2CCN(CCc3ccccc3)CC2)cc1,38%
Cc1c(Cl)c([N+](=O)[O-])nn1CCCC(=O)Nc1ccc(Cl)cc1Cl,-6%
Cc1ccc(C(=O)C(=O)c2ccc(C)c(N)c2)cc1N,2%[57.5 µM]
O=C(NC(c1ccccc1)c1ccccc1)C1(c2cccs2)CCOCC1,2%
C=CCOCCN(C)C1=NS(=O)(=O)c2ccccc21,-7%
O=C(COC(=O)CCC(=O)c1ccc(F)cc1)Nc1ccc(F)cc1F,19%
COc1cc(-c2nnco2)cc(OC)c1OC,2%
CC(=O)N[C@@H](c1ccccc1)[C@]1(C)C[C@H]1[C@@H](C)C(=O)Nc1ccc2ccccc2c1,5%
CC(C)C[C@H](NC(=O)c1nc[nH]c1C(=O)NCC(=O)OC(C)(C)C)C(=O)OC(C)(C)C,-3%[57.5 µM]
CCc1ccccc1N=C1S/C(=C/c2ccccc2OCC(=O)N2CCOCC2)C(=O)N1C,3%
COc1cc(/C=N/N=C2/NC(=O)C(CC(=O)O)S2)ccc1OCc1cccc(Cl)c1 (centres undefined),-4%
C=CCOC(=O)C1=C[C@@H](c2ccccc2)[C@H](CCCO)[C@@H](OCC)O1,-7%[57.5 µM]
Brc1c(C[n+]2ccccc2)nc2ccccn12,5%[57.5 µM]
Cc1ccc(S(=O)(=O)N(C)CCCC(=O)NC(C)(C)CO)cc1,-4%
O=C(NC(=S)Nc1ccc(NC(=O)c2cccs2)cc1)c1ccco1,-5%
O=C(CCCOc1ccc(Cl)cc1)Nc1cccc(C(=O)O)c1,1%
COc1ccc(/C(N)=N/OC(=O)c2cccc([N+](=O)[O-])c2C)cc1,-1%
Cc1ccc(N(CN2C(=O)c3ccccc3C2=O)C(=O)c2ccc([N+](=O)[O-])cc2[N+](=O)[O-])cc1,-4%
CCCCC(=O)N=c1sc2c(OC)ccc(OC)c2n1C,-5%[57.5 µM]
CC[C@H](C)NC(=O)CCCCCn1c(=S)[nH]c2c([nH]c3ccc(OC)cc32)c1=O,1%
O=C(/C=C/c1ccc(Br)o1)Nc1nccs1,-3%
Cc1cc(C)c2c(N)c(C(=O)NN3CC(=O)N(c4cccc(Cl)c4)CC3=O)sc2n1,6%[57.5 µM]
CC(OC(=O)c1ccc(S(=O)(=O)NCc2ccco2)cc1)C(=O)Nc1ccc(Cl)cn1 (centres undefined),-3%
CC(=O)c1nn(-c2ccc(Br)cc2)cc1C(=O)c1ccco1,-4%
C[C@H](NC(=O)/C(C#N)=C/c1ccc(O)c(O)c1)c1ccccc1,11%&-12%
CC(C)C[C@H](NC(=O)c1[nH]cnc1C(=O)N[C@@H](C)c1ccccc1)C(=O)OC(C)(C)C,?
O=C(c1ccncc1)N1CCC2(CC1)CN(Cc1cc(C(F)(F)F)cc(C(F)(F)F)c1)C2,-13%
N#CC(C#N)=Cc1cccn1-c1ccc(C(=O)O)cc1,-1%
CCCCC/C=C\C/C=C\C/C=C\CCCCCCC(=O)NCCc1ccc(O)c(O)c1,-5%
O=C(Nc1ccccc1Cc1ccccc1)c1ccc2c(c1)SC1=NS(=O)(=O)CCN12,-1%
O=C(NCC1OCCc2ccccc21)c1cc(COc2ccc(F)cc2Cl)on1 (centres undefined),6%[57.5 µM]
CCOc1cc(C=O)ccc1OS(=O)(=O)c1ccc(NC(C)=O)cc1,1%
COc1ccc(/C=C2\SC(=O)N(CCc3nnc(N)s3)C2=O)cc1,2%[57.5 µM]
Cc1onc(-c2ccccc2)c1NC(=O)N(CCC#N)Cc1ccccc1,4%[57.5 µM]
O=S(=O)(Nc1cccc(S(=O)(=O)N2CCCCCC2)c1)c1ccccc1,-3%
Cc1ccc(S(=O)(=O)CC(=O)c2cc(C)c(O)c(C)c2)cc1,1%
O=C(CSc1nnc(CNC(=O)C23CC4CC(CC(C4)C2)C3)n1-c1ccc(F)cc1)Nc1ccccc1,-8%
O=C(CSc1ccccc1C(=O)O)NCC1CCCCC1,8%
CN(C)c1ccc(/C=C/C(=O)c2ccccc2)cc1[N+](=O)[O-],?
CCCCCc1nnc(NC(=O)Cc2ccc([N+](=O)[O-])cc2)s1,8%
O=C(Cn1cnc2cc([N+](=O)[O-])ccc2c1=O)NC(c1ccccc1)c1ccccc1,-8%
COc1cc(C)nn1-c1ccc(Cl)cc1,-1%
O=C(c1ccc(F)cc1)N1CCN(c2ccc([N+](=O)[O-])c(N3CCOCC3)c2)CC1,2%

# Reformatted field by field: entries from further up.
Cc1onc(-c2ccccc2)c1NC(=O)N(CCC#N)Cc1ccccc1
  ERK EGF inh = 4%[57.5 µM]
O=S(=O)(Nc1cccc(S(=O)(=O)N2CCCCCC2)c1)c1ccccc1
  ERK EGF inh = -3%
Cc1ccc(S(=O)(=O)CC(=O)c2cc(C)c(O)c(C)c2)cc1
  ERK EGF inh = 1%
O=C(CSc1nnc(CNC(=O)C23CC4CC(CC(C4)C2)C3)n1-c1ccc(F)cc1)Nc1ccccc1
  ERK EGF inh = -8%

# (listing goes on)
SMILES,ERK EGF inh
COc1ccc(C(CC(=O)N2CCOCC2)C(C)C)cc1 (centres undefined),-9%[57.5 µM]
COc1ccc(N2C(=O)c3cccc4cc(Br)cc(c34)C2=O)cc1,-11%
CCC(C(=O)OCC(=O)Nc1cccc(OC)c1)c1ccccc1 (centres undefined),-1%
COC(C[C@@H](O)[C@@H](C)[C@@H](O)COCc1ccccc1)OC,7%[57.5 µM]
COc1cc(/C=C2/NC(=O)N(Cc3ccccc3F)C2=O)cc(OC)c1OC,-4%
CCOc1cc(/C=C2/COc3ccccc3C2=O)ccc1OCC(=O)N(C)C,0%
Cc1cccc(C(=O)Nc2nnc(-c3cccnc3)o2)c1,4%
O=C(CC(NC(=O)c1ccccc1Cl)c1ccccc1)NC1=NCCS1 (centres undefined),-5%
COc1ccc(NC(=O)c2noc(C(C)C)c2[N+](=O)[O-])cc1,-3%
CC1=CC(=O)N(c2ccc(C)cc2)C1c1ccc(Cl)cc1 (centres undefined),-1%
COc1ccc(Cl)cc1NC(=O)CSc1nnc(CNC(=O)c2ccco2)o1,5%
O=C(CCc1ccc(O)c(O)c1)NNC(=S)NCCc1ccccc1,-2%
COC(=O)C1=C(C(=O)OC)[C@@H]2Nc3ccccc3[C@@]23C[C@@H](C(=O)OC)N=C3N1,-6%[57.5 µM]
CCOC(=O)N1CCC(NC(=O)c2cc(C(=O)Nc3ccc(S(=O)(=O)N4CCOCC4)cc3)ccc2CO)CC1,-10%
CCCCNc1nc(=S)n(-c2ccccc2)c(C)c1C(C)=O,4%
Cc1ccc(-c2cc(C(=O)NCCc3ccccn3)c3ccccc3n2)c(C)c1,-3%
Cc1c(NC(=O)CSc2nnc(N)s2)c(=O)n(-c2ccccc2)n1C,1%
CCNc1nc(NC(C)C)nc(N(C#N)C(C)C(=O)N(C)C)n1 (centres undefined),-1%
COCCCN=C1NN=C(c2cc(C)n(Cc3ccccc3Cl)c2C)CS1,-4%
CC(O)Cc1cn(CC(=O)N2CCN(C(=O)OC(C)(C)C)CC2)nn1 (centres undefined),-6%[57.5 µM]
CCOC(=O)c1c(CSc2ccccc2)oc2cc(Br)c(O)c(CN(C)C)c12,-2%[57.5 µM]
COc1cccc(OC)c1C(=O)Nc1ccc(C)cc1C(=O)c1ccccc1,4%
CC(CNS(=O)(=O)c1ccc(Br)cc1)CN(C)C (centres undefined),-10%[57.5 µM]
O=C(CCn1c(=S)oc2ccccc21)Nc1cccc(O)c1,?
O=C1NCCCC1C(=O)N/N=C/c1cccc([N+](=O)[O-])c1 (centres undefined),1%[57.5 µM]
O=C(COC(=O)c1cnccn1)Nc1cccc2ccccc12,0%
Oc1oc(-c2ccc(Br)cc2)nc1/C=N/c1ccccn1,0%
COC(=O)c1sccc1NC(=S)N1CCN(c2ccc(F)cc2)CC1,-1%
CCc1ccc(NC(=O)c2noc(C(C)C)c2[N+](=O)[O-])cc1,-8%
O=[N+]([O-])c1cccc(C(O)C23CN4CN(CN(C4)C2)C3)c1 (centres undefined),-8%[57.5 µM]
CCOC(=O)c1ccc(S(=O)(=O)NNC(=O)c2cccc(N(C)C)c2)cc1,5%
CNC(=O)c1cn(-c2ccc(Cl)cc2)c(=O)c2ccccc12,-2%
COc1ccc(OCCSc2nnc(C(C)NC(=O)c3ccccc3F)n2C)cc1 (centres undefined),-8%
CSCC(C)N1CCC(CO)(CCc2ccccc2)CC1 (centres undefined),-6%
O=C1NC(=O)/C(=C/c2cccc(O)c2)N1,5%[57.5 µM]
CCOc1ccc(C2C3=C(CCCC3=O)OC(N)=C2[N+](=O)[O-])cc1 (centres undefined),4%[57.5 µM]
Fc1cccc(F)c1-n1c(CN2CCOCC2)csc1=S,6%
COc1ccc2[nH]c(=O)c(CN(CC3CCCO3)C(=S)Nc3ccc(C)cc3)cc2c1 (centres undefined),0%
Cc1cc(C)cc(OCC(=O)OCC(=O)NCc2cccs2)c1,4%
Cc1cccc(C(=O)OC2CCN(C)CC2)c1,7%

# Single values from above.
# CC(CNS(=O)(=O)c1ccc(Br)cc1)CN(C)C (centres undefined) in ERK EGF inh reads -10%[57.5 µM]
# COc1ccc(OCCSc2nnc(C(C)NC(=O)c3ccccc3F)n2C)cc1 (centres undefined) in ERK EGF inh reads -8%
# CCOC(=O)c1ccc(S(=O)(=O)NNC(=O)c2cccc(N(C)C)c2)cc1 in ERK EGF inh reads 5%
# Cc1cccc(C(=O)OC2CCN(C)CC2)c1 in ERK EGF inh reads 7%
# COc1ccc2[nH]c(=O)c(CN(CC3CCCO3)C(=S)Nc3ccc(C)cc3)cc2c1 (centres undefined) in ERK EGF inh reads 0%
# CCOC(=O)c1c(CSc2ccccc2)oc2cc(Br)c(O)c(CN(C)C)c12 in ERK EGF inh reads -2%[57.5 µM]

# Some of the entries so far, with tabs:
canonical_smiles	ERK EGF inh
O=C(CCn1c(=S)oc2ccccc21)Nc1cccc(O)c1	?
COc1ccc(OCCSc2nnc(C(C)NC(=O)c3ccccc3F)n2C)cc1 (centres undefined)	-8%
CCOc1ccc(C2C3=C(CCCC3=O)OC(N)=C2[N+](=O)[O-])cc1 (centres undefined)	4%[57.5 µM]

# Next entries
SMILES,ERK EGF inh
CC(C)Oc1cccc(C(=O)C2CCCN(C(=O)c3noc4c3CCCC4)C2)c1 (centres undefined),-8%[57.5 µM]
COC(=O)[C@@]1(Cc2ccc(OC)cc2)[C@H]2c3cc(C(=O)N(C)C)n(Cc4ccsc4Br)c3C[C@H]2CN1C(=O)c1ccccc1,7%
COc1cc(OC)nc(S(C)(=O)=O)n1,7%
O=[N+]([O-])c1ccc(N/N=C/c2sc(N3CCOCC3)nc2-c2ccccc2)c(S(=O)(=O)Nc2ccccc2Cl)c1,25%
CC1(C(=O)OCC(=O)Nc2ccccc2)CC1(Cl)Cl (centres undefined),4%
C/C(=N\Nc1cc(C)nc(-c2ccccc2O)n1)c1ccccc1,32%
CC(C)CCc1noc(CN(CC2CCC2)CC2CCCO2)n1 (centres undefined),-11%[57.5 µM]
Cc1nn(-c2ccccc2)c(C)c1/C=C1\C(=O)N(C)C(=S)N1C,?
Brc1ccc(N=Nc2ccc3ccccc3n2)cc1,?
CCCCC(=O)Nc1ccc(NC(=O)c2ccc(C)c([N+](=O)[O-])c2)cc1OC,-10%
O=C(O)CSc1nc(-c2ccccc2)nc2c1CCCC2,2%[57.5 µM]
CC1(C)OC2C(CO)OC(n3cnc4c(=O)[nH]c(N)nc43)C2O1 (centres undefined),30%
Oc1cccc(C2c3[nH]c4ccccc4c3CCN2Cc2ccc3c(c2)CCO3)c1 (centres undefined),3%
CC(/C=C/c1ccccc1)=N\Nc1nc2c(c(=O)[nH]c(=O)n2C)n1CCO,31%[57.5 µM]
Oc1cc2c(cc1C(c1ccc(Cl)c(Cl)c1)N1CCCC1)OCO2 (centres undefined),-5%
O=c1c2ccccc2n2c(-c3cccc(Cl)c3)nnc2n1Cc1ccccc1,1%
COc1cc(/C(C)=N/NC(=O)c2ccc(CSc3nncn3C)cc2)cc(OC)c1OC,-7%
Cc1ccc(-n2[nH]c(C)c(/C=N/c3cccc(C)n3)c2=O)cc1,5%[57.5 µM]
CC(=O)C1C(c2ccc(Cl)cc2)c2c(n[nH]c2C)CC1(C)O (centres undefined),8%

# Assay outcomes as filed in PubChem.
